Rev-erbA mod – modulators of Rev-erb alpha DNA binding, primary screen, biochemical, FITC-DNA, fluorescence polarization, uHTS; Rev-erbα–FITC-DNA binding, 90 min; activity, % at 10 µM; 0.79% of 370,000 active; AID 1259318, 2017;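 active = activity above about 14%, limit read from the data; passing the limit was not always enough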;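 also: 0% = DMSO wells with 35 nM protein and 100% = DMSO wells with 750 nM protein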
SIAE inh – human SIAE inhibitors, primary screen, biochemical, fluorescence polarization, FP-Rh probe, 1536-well HTS | SIAE FP-Rh probe binding | inhibition, % at 9.66 µM | 0.69% of 370,000 active | AID 1053197, 2014;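 active = inhibition above a cutoff: mean of compounds within the control limits plus 3 SD of those, cut at about 17% in these data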;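 also: 0% = plate median of compound wells and 100% = probe without SIAE protein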
Target sequence (Q9HAT2 whole entry, looked up): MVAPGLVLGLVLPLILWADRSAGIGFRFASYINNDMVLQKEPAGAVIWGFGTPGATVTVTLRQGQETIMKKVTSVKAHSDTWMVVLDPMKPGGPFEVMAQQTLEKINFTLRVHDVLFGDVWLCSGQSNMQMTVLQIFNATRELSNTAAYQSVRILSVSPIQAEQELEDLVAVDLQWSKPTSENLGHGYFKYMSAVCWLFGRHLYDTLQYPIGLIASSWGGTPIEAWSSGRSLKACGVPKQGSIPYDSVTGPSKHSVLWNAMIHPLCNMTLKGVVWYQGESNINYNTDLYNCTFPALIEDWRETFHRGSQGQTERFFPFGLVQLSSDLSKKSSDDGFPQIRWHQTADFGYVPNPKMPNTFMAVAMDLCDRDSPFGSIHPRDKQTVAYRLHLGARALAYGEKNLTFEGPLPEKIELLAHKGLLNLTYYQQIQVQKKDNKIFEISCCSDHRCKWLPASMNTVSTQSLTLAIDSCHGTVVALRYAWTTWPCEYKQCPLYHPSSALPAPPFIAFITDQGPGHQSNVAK
HTRA1 inhibitor – HTRA1 serine protease inhibitors, primary screen, biochemical, fluorescence polarization, HTS. Q92743. recombinant HTRA1, FP-rhodamine activity-based probe. inhibition, % at 5.96 µM. 0.5% of 340,000 active; in the data active = inhibition above about 36%;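 also: 0% = enzyme with DMSO and 100% = wells lacking enzyme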
Target sequence (Q92743 whole entry, looked up): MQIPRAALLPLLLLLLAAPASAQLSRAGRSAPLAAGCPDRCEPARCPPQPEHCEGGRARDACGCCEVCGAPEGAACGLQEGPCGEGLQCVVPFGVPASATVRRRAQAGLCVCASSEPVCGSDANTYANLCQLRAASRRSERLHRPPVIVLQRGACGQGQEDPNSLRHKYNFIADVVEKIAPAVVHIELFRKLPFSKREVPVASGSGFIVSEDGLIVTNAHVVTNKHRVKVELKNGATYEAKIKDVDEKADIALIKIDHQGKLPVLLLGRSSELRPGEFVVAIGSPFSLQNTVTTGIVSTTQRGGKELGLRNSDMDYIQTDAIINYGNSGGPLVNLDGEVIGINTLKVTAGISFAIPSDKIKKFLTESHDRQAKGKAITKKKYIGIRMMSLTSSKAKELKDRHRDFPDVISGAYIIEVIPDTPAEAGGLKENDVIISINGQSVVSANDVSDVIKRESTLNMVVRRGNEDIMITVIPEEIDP
TCR CD3 inh – inhibitors of human TCR-CD3 interaction, primary screen, biochemical, fluorescence, TAMRA-labeled TCR probe; 0.37% of 360,000 active; AID 651800, 2012; inhibition, % at 9.4 µM; T-cell receptor (TCR); in the data active = inhibition above about 19%;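 also: recombinant mutant TCR 2C K166C tagged with TAMRA read by polarization; 0% = receptor in buffer alone and 100% = receptor with positive control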
TDP2 inh – human TDP2 enzyme inhibitors, primary screen, biochemical, epi absorbance, recombinant enzyme | Tyrosyl-DNA phosphodiesterase 2 (Homo sapiens), O95551 | T5PNP hydrolysis, p-nitrophenol absorbance 415 nm | inhibition, % at 12.8 µM | 0.34% of 370,000 active | AID 720702, 2013;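 active = inhibition above the mean of all tested compounds plus 3 SD, set per campaign, cut at about 25% in these data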;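 also: 0% = DMSO with enzyme and 100% = buffer with substrate but no TDP2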
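Incubation: 2 h at 37 °C; Test system: recombinant human TDP2; Quantity: enzyme 120 nM; Read-out basis: percent inhibition; Medium: 50 mM Tris-HCl pH 7.5 with Mg2+, KCl, DTT, BSA; Repeats: single replicate; Compound: 12.8 µM single point, 1% DMSO; Signal: epi absorbance; Reagent: 5 mM T5PNP chromogenic substrate; Benchmarks: no-enzyme high, DMSO-plus-enzyme low.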
rCAG binder – binders of r(CAG) RNA repeats, primary screen, biochemical, fluorescence. inhibition, % at 3 µM. r(CAG) RNA repeat, TO-PRO-1 dye displacement fluorescence. 1.3% of 370,000 active;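 active = inhibition above the plate cutoff, the mean of all test compounds on that plate plus 3 SD, cut at about 35% in these data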;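 also: 0% = DMSO alone and 100% = 100 µM mitoxantrone as full dye displacement; higher means more dye released from RNA so lower well fluorescence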
PRMT1 inh – PRMT1 methyltransferase inhibitors, primary screen, biochemical, fluorescence polarization | 1.3% of 370,000 active | inhibition, % at 2.79 µM | recombinant PRMT1, activity-based probe fluorescence polarization;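 active = inhibition above about 21% made by adding two undisclosed values, limit read from the data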
PG9 Ab binder – binders of HIV-1 gp120 antibody PG9, primary screen, biochemical, TR-FRET | HIV-1 gp120 / PG9 antibody interaction | TR-FRET gp120-PG9 antibody binding | inhibition, % at 6.7 µM | 0.43% of 360,000 active; in the data active = inhibition above about 8.5%
LEDGF integ inh – blockers of LEDGF/p75-dependent integrase strand transfer – biochemical, TR-FRET, high throughput, primary screen; 0.64% of 370,000 active; AID 743269, 2014; TR-FRET IN-LEDGF/p75 DNA integration, Eu/Cy5; HIV-1 integrase (with human LEDGF/p75); inhibition, % at 3.7 µM;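 active = inhibition above the screen-wide mean plus 3 SD, cut at about 13% in these data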;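 also: signal is the Cy5 over europium emission ratio at 671 and 618 nm; 0% = plate median of compound wells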
mABHD4 FP – ABHD4 inhibitors, primary screen, biochemical, fluorescence polarization, mouse; purified mABHD4, FP-Rh probe fluorescence polarization; inhibition, % at 8.92 µM; 0.54% of 370,000 active; AID 720543, 2013;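 active = inhibition exceeding the mean over every tested compound plus 3 SD, cut at about 30% in these data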;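 also: 0% = plate median of compound wells and 100% = S159A mutant with DMSO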
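Test system: mouse ABHD4 enzyme, wild type. Reagent: FP-Rh fluorescent activity-based probe, added after compound pre-incubation. Timing: pre-incubation 45 min, probe exposure 60 min, at 25 °C. Technique: FP readout, ex 525 nm / em 598 nm. Benchmarks: high control S159A mutant with DMSO, low control median of compound wells.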
An asterisk follows results filed as active. Not all compounds are listed; the hit share may differ from the screen's.

Results for O=C(NC(=S)Nc1cccnc1Cl)c1ccc(F)cc1 ?
Rev-erbA mod: 0; SIAE inh: -2; HTRA1 inhibitor: 12; TCR CD3 inh: 7; TDP2 inh: 11; rCAG binder: -2; PRMT1 inh: 2; PG9 Ab binder: 0.2; LEDGF integ inh: -1; mABHD4 FP: 7

Results for CC(C)COc1ccc(C(=O)OCCN2CCOCC2)c(O)c1 ?
Rev-erbA mod: 0; SIAE inh: 0; HTRA1 inhibitor: -6; TCR CD3 inh: -7; TDP2 inh: 8; rCAG binder: -8; PRMT1 inh: 1; PG9 Ab binder: 0.5; LEDGF integ inh: 5; mABHD4 FP: 6

What do the screens show for `O=C(Oc1ccccc1N1CCOCC1)c1sccc1Br`?
Rev-erbA mod: 13; SIAE inh: 1; HTRA1 inhibitor: 2; TCR CD3 inh: -1; TDP2 inh: 11; rCAG binder: -1; PRMT1 inh: 0; PG9 Ab binder: 1.8; LEDGF integ inh: -3; mABHD4 FP: -1

How did CCNC(=S)Nc1nc2c(cc1C(=O)OCC)CCCC2 do in these assays?
Rev-erbA mod: 6; SIAE inh: 5; HTRA1 inhibitor: 10; TCR CD3 inh: 1; TDP2 inh: -14; rCAG binder: 3; PRMT1 inh: -2; PG9 Ab binder: -1.6; LEDGF integ inh: -1; mABHD4 FP: -2

What do the screens show for `COc1ccc(C(=O)C2CCCN(C(=O)CCc3scnc3C)C2)c(C)c1` (stereo not given)?
Rev-erbA mod: 1; SIAE inh: -1; HTRA1 inhibitor: -4; TCR CD3 inh: -4; TDP2 inh: 9; rCAG binder: -6; PRMT1 inh: 1; PG9 Ab binder: 0.0; LEDGF integ inh: -4; mABHD4 FP: 2

How did O=C(CCCC(=O)OCC1CCCO1)OCC1CCCO1 (stereo not given) do in these assays?
Rev-erbA mod: 0; SIAE inh: -4; HTRA1 inhibitor: 6; TCR CD3 inh: 2; TDP2 inh: -1; rCAG binder: 0; PRMT1 inh: 2; PG9 Ab binder: 1.1; LEDGF integ inh: 0; mABHD4 FP: 5

Results for CN1OC(c2ccccc2)=C(CO)C1c1ccccc1 (stereo not given) ?
Rev-erbA mod: -5; SIAE inh: 2; HTRA1 inhibitor: 1; TCR CD3 inh: 4; TDP2 inh: 4; rCAG binder: -3; PRMT1 inh: -1; PG9 Ab binder: 1.8; LEDGF integ inh: -1; mABHD4 FP: -1

Results for CCCCCCn1nc(C(=O)N(CC(C)C)c2c(N)n(CCCC)c(=O)[nH]c2=O)c2ccccc2c1=O ?
Rev-erbA mod: 2; SIAE inh: -10; HTRA1 inhibitor: -6; TCR CD3 inh: -9; TDP2 inh: -23; rCAG binder: 0; PRMT1 inh: -1; PG9 Ab binder: -2.6; LEDGF integ inh: 1; mABHD4 FP: -8

Results for C=CCSc1nnc(CCc2ccccc2)n1N ?
Rev-erbA mod: 3; SIAE inh: -4; HTRA1 inhibitor: 0; TCR CD3 inh: 1; TDP2 inh: -6; rCAG binder: 2; PRMT1 inh: -3; PG9 Ab binder: -1.6; LEDGF integ inh: 0; mABHD4 FP: -2

What do the screens show for `CCOc1ccc2sc(NS(=O)(=O)c3ccc(N)cc3)nc2c1`?
Rev-erbA mod: 7; SIAE inh: 7; HTRA1 inhibitor: -2; TCR CD3 inh: -5; TDP2 inh: 6; rCAG binder: 10; PRMT1 inh: 2; PG9 Ab binder: -1.1; LEDGF integ inh: -3; mABHD4 FP: 16

How did Cn1ncc(C#N)c1/N=C/N1CCOCC1 do in these assays?
Rev-erbA mod: 3; SIAE inh: -1; HTRA1 inhibitor: -1; TCR CD3 inh: -4; TDP2 inh: 8; rCAG binder: -3; PRMT1 inh: -2; PG9 Ab binder: 1.7; LEDGF integ inh: 1; mABHD4 FP: 1

How did CC(C)c1ccc(N2C(=NC(=O)C3CC3)SC3CS(=O)(=O)CC32)cc1 (stereo not given) do in these assays?
Rev-erbA mod: 1; SIAE inh: 2; HTRA1 inhibitor: 4; TCR CD3 inh: -4; TDP2 inh: -1; rCAG binder: 0; PRMT1 inh: 5; PG9 Ab binder: -2.2; LEDGF integ inh: -2; mABHD4 FP: 8

What do the screens show for `O=C(NCc1ccccc1Cl)C1CCC(CNc2nc(=S)[nH]c3ccccc23)CC1` (stereo not given)?
Rev-erbA mod: 13; SIAE inh: 3; HTRA1 inhibitor: 0; TCR CD3 inh: -8; TDP2 inh: -8; rCAG binder: 0; PRMT1 inh: 3; PG9 Ab binder: 1.1; LEDGF integ inh: -3; mABHD4 FP: -8

Results for O=C(CC1NCCNC1=O)Nc1ccccc1 (stereo not given) ?
Rev-erbA mod: -2; SIAE inh: 2; HTRA1 inhibitor: -14; TCR CD3 inh: -4; TDP2 inh: 13; rCAG binder: -2; PRMT1 inh: -3; PG9 Ab binder: 1.1; LEDGF integ inh: -5; mABHD4 FP: 9

Results for COCCn1c(SCC(=O)Nc2nc(C)cs2)nnc1C(C)C ?
Rev-erbA mod: -1; SIAE inh: 11; HTRA1 inhibitor: -1; TCR CD3 inh: 1; TDP2 inh: 11; rCAG binder: 0; PRMT1 inh: 2; PG9 Ab binder: 0.0; LEDGF integ inh: -1; mABHD4 FP: 4

Results for Clc1ccc(-c2cc(COc3ccc4ccccc4c3)no2)cc1 ?
Rev-erbA mod: 14; SIAE inh: 5; HTRA1 inhibitor: 2; TCR CD3 inh: -3; TDP2 inh: 3; rCAG binder: 2; PRMT1 inh: 1; PG9 Ab binder: 0.3; LEDGF integ inh: 1; mABHD4 FP: -2

Results for Cc1ccc(C(=O)NNC(=O)c2nn(-c3ccc(F)cc3)ccc2=O)cc1 ?
Rev-erbA mod: 1; SIAE inh: 4; HTRA1 inhibitor: 11; TCR CD3 inh: 10; TDP2 inh: 11; rCAG binder: -1; PRMT1 inh: -2; PG9 Ab binder: -1.9; LEDGF integ inh: 4; mABHD4 FP: 5

How did Cc1ccc(S(=O)(=O)N(C)C[C@@H]2OCc3ccccc3-c3c(n(C)c4ccccc34)C(=O)N([C@H](C)CO)C[C@@H]2C)cc1 do in these assays?
Rev-erbA mod: 5; SIAE inh: -6; HTRA1 inhibitor: -43; TCR CD3 inh: 3; TDP2 inh: -8; rCAG binder: 14; PRMT1 inh: 7; PG9 Ab binder: -2.4; LEDGF integ inh: -3; mABHD4 FP: -23

Results for COc1ccc(S(=O)(=O)Nc2c(C)n(C)n(-c3ccccc3)c2=O)cc1Br ?
Rev-erbA mod: 1; SIAE inh: 2; HTRA1 inhibitor: -1; TCR CD3 inh: 1; TDP2 inh: 1; rCAG binder: -4; PRMT1 inh: 1; PG9 Ab binder: 1.1; LEDGF integ inh: 1; mABHD4 FP: -2

How did O=c1oc(=S)oc2c1[C@H](c1ccc(Cl)cc1)O[C@H](C1CCCC1)C2 do in these assays?
Rev-erbA mod: 2; SIAE inh: -5; TCR CD3 inh: 4; TDP2 inh: 1; rCAG binder: 5; PRMT1 inh: 0; PG9 Ab binder: -1.4; LEDGF integ inh: 1; mABHD4 FP: -2

What do the screens show for `Cc1ccc([N+](=O)[O-])cc1NC(=O)Nc1cccc(F)c1`?
Rev-erbA mod: 1; SIAE inh: -26; HTRA1 inhibitor: -23; TCR CD3 inh: -8; TDP2 inh: 16; rCAG binder: 14; PRMT1 inh: 7; PG9 Ab binder: 0.6; LEDGF integ inh: -2; mABHD4 FP: -11

What do the screens show for `Cc1ccc(NC(=S)N(CCN2CCCCC2)Cc2ccco2)cc1`?
Rev-erbA mod: 0; SIAE inh: -1; HTRA1 inhibitor: 5; TCR CD3 inh: 2; TDP2 inh: 14; rCAG binder: -2; PRMT1 inh: -2; PG9 Ab binder: -2.2; LEDGF integ inh: 0; mABHD4 FP: 2

What do the screens show for `O=C1Nc2cc(Br)ccc2C1(O)c1ccccc1O` (stereo not given)?
Rev-erbA mod: 6; SIAE inh: 2; HTRA1 inhibitor: 8; TCR CD3 inh: -4; TDP2 inh: -12; rCAG binder: -4; PRMT1 inh: -4; PG9 Ab binder: -1.0; LEDGF integ inh: 3; mABHD4 FP: 6

Results for COc1ccccc1C(C)N(C)Cc1nc(COc2ccccc2)no1 (stereo not given) ?
Rev-erbA mod: 6; SIAE inh: 7; HTRA1 inhibitor: 3; TCR CD3 inh: 6; TDP2 inh: -4; rCAG binder: -5; PRMT1 inh: 0; PG9 Ab binder: 0.7; LEDGF integ inh: 4; mABHD4 FP: 4

Results for O=C(O)CCN1/C(=C/C=Nc2ccccc2)Oc2ccccc21 ?
Rev-erbA mod: -2; SIAE inh: 5; HTRA1 inhibitor: 4; TCR CD3 inh: 8; TDP2 inh: 10; rCAG binder: 0; PRMT1 inh: 8; PG9 Ab binder: -1.5; LEDGF integ inh: 8; mABHD4 FP: 13

What do the screens show for `Cc1nnsc1C(=O)N1CCN(c2ccc(C#N)cn2)CC1`?
Rev-erbA mod: 5; SIAE inh: -3; TCR CD3 inh: -7; TDP2 inh: 5; rCAG binder: -3; PRMT1 inh: 1; PG9 Ab binder: -0.1; LEDGF integ inh: -1; mABHD4 FP: 0

Compounds from the list above that contain two or more sulfur atoms (3):
What do the screens show for `CCOc1ccc2sc(NS(=O)(=O)c3ccc(N)cc3)nc2c1`?
Rev-erbA mod: 7; SIAE inh: 7; HTRA1 inhibitor: -2; TCR CD3 inh: -5; TDP2 inh: 6; rCAG binder: 10; PRMT1 inh: 2; PG9 Ab binder: -1.1; LEDGF integ inh: -3; mABHD4 FP: 16

How did CC(C)c1ccc(N2C(=NC(=O)C3CC3)SC3CS(=O)(=O)CC32)cc1 (stereo not given) do in these assays?
Rev-erbA mod: 1; SIAE inh: 2; HTRA1 inhibitor: 4; TCR CD3 inh: -4; TDP2 inh: -1; rCAG binder: 0; PRMT1 inh: 5; PG9 Ab binder: -2.2; LEDGF integ inh: -2; mABHD4 FP: 8

Results for COCCn1c(SCC(=O)Nc2nc(C)cs2)nnc1C(C)C ?
Rev-erbA mod: -1; SIAE inh: 11; HTRA1 inhibitor: -1; TCR CD3 inh: 1; TDP2 inh: 11; rCAG binder: 0; PRMT1 inh: 2; PG9 Ab binder: 0.0; LEDGF integ inh: -1; mABHD4 FP: 4
